# Screening results (PubChem)
# phage Ecoli inh – E. coli growth loss with phage present | growth absorbance | hit rate 0.26% among 360,000 | inhibition, % at 11.9 µM | AID 651602; in the data active = inhibition above about 11%
# SUMO Mot1 rescue – blocks SUMOylation pathway, rescuing yeast Mot1-301 growth | S. cerevisiae Mot1-301 growth rescue, ATP luminescence, 38.5C; percent above DMSO median, 100 means doubled | growth rescue, % at 18.8 µM | hit rate 1% among 320,000;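 active = every valid replicate shows activation above 250% relative to neutral control wells; inactive = the rest, any valid replicate at or below 250%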;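 also: OY570 slx delta 5 strain wells were the positive control but not used for scaling; some compounds called inactive have numbers as strong as hits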
# Tat export inh – E. coli Tat transport inhibition | E. coli MC4100 TorA-mCherry Tat export, fluorescence | inhibition, % at 10 µM | hit rate 0.036% among 340,000 | AID 488895;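 active = mean replicate inhibition at least 50% and at least half of replicates individually reaching 50%; inconclusive = only one of the two criteria met; inactive = neither criterion met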;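 also: exported cargo escapes ClpAP degradation while cytoplasmic cargo is degraded and loses fluorescence; 0% = median of neutral control wells and 100% = median of NaSCN control wells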
# OPRM1-OPRD1 ag – agonists of human mu-delta opioid receptor heterodimerization | AID 504326 | hit rate 0.3% among 340,000 | activation, % at 9.3 µM | cells, OPRM1-OPRD1 heterodimerization, luminescence; in the data active = activation above about 18%;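 also: 0% = vehicle-treated cells and 100% = reference agonist; values of inactives mirror those of a sister screen read the other way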
# PfHsp90 set2 – growth inhibition of yeast expressing Plasmodium Hsp90 | S. cerevisiae expressing PfHsp90, BacTiter-Glo ATP, 48 h; yeast lacking PDR1 and PDR3 efflux regulators | inhibition, % at 9.4 µM | hit rate 0.32% among 310,000;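 active = every replicate shows inhibition above about 80%, whatever the replicate mean, limit read from the data; inconclusive = mean inhibition reaches the set limit but some replicate falls short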;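 also: 0% = DMSO neutral controls and 100% = 20 µM radicicol positive controls; yeast relying on Plasmodium falciparum Hsp90 in place of its own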
# E coli growth – bacterial growth inhibition, counter-screen for AddAB inhibitors | E. coli V3065 growth, OD600 absorbance, 18 h | inhibition, % at 11.9 µM | hit rate 0.27% among 330,000;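 active = inhibition above the campaign's mean inhibition across all tested compounds plus 3 SD, cut at about 9.9% in these data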;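 also: uninfected addAB+ strain grown without phage in ampicillin broth; 0% = DMSO wells and 100% = ciprofloxacin 0.95 µg/ml wells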
# PKA-R1A activ – activates the PKA-R1A holoenzyme complex. P00514+P68181. PKA-R1A dissociation, Cy5-IP20 fluorescence polarization; scaled: DMSO 0%, 113 µM cGMP 100%. activation, % at 11.4 µM. hit rate 0.083% among 340,000. AID 504707;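 active = percent activation above the mean of all tested compounds plus 3 SD, cut at about 19% in these data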;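 also: higher means more PKAc released from R1A so a rise in polarization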
# AddAB inh – less growth of phage-infected E. coli with AddAB | E. coli expressing H. pylori AddAB, absorbance growth | inhibition, % at 11.9 µM | hit rate 0.29% among 330,000 | AID 435030; in the data active = inhibition above about 12%;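 also: 0% = vehicle wells of infected cells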
# HTR5A inv ctr – counter-screen for OPRM1-OPRD1 inverse agonists: human HTR5A inverse agonism. P47898. HTR5A cell line, luminescence. inhibition, % at 9.3 µM. hit rate 0.083% among 340,000; in the data active = inhibition mostly above about 23%, no sharp cut-off; inactive = mostly below about 18%;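 also: 0% = cells with DMSO and 100% = no-cell wells with DMSO; some compounds called inactive have numbers as strong as hits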
# Target sequence (P47898 whole entry, looked up): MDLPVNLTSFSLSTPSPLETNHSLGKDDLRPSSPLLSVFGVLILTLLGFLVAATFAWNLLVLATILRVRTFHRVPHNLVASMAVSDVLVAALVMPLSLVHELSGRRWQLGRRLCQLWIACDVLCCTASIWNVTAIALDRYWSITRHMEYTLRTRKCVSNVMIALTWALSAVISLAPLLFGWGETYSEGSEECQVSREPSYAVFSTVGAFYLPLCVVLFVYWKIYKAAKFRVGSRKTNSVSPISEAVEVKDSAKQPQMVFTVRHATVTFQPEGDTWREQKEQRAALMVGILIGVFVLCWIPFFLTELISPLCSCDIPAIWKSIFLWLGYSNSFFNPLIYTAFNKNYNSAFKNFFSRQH
# PKA-R2B activ – activates the human PKA-R2B holoenzyme complex; P22694+P31323; PKA-R2B holoenzyme dissociation, Cy5-IP20 fluorescence polarization; R2B truncated from residue 108, S112A mutant; 0% DMSO only, 100% 113 µM cGMP; activation, % at 11.4 µM; hit rate 0.079% among 340,000; AID 504700;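 active = activation above a cutoff set at the mean over all compounds plus 3 SD, cut at about 18% in these data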;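 also: higher means more holoenzyme dissociation and a rise in polarization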
# Target sequence (P31323 whole entry, looked up, other chains not shown, the tested form may be a part): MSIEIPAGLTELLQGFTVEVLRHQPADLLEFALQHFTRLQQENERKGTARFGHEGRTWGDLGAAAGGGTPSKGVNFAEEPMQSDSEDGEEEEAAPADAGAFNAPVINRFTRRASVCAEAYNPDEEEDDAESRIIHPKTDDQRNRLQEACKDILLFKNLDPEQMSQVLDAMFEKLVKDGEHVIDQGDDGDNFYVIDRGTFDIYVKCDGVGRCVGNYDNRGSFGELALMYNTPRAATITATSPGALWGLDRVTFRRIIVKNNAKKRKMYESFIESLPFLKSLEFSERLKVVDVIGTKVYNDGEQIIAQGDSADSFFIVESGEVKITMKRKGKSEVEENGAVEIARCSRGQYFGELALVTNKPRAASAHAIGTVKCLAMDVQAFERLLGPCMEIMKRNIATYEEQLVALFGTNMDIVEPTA
# MOR-DOR inv ag – mu-delta opioid heterodimer inverse agonism; AID 504357; inhibition, % at 9.3 µM; P35372+P41143; cell-based MOR-DOR heterodimer luminescence; hit rate 0.21% among 340,000; in the data active = inhibition above about 22%, passing the limit was not always enough;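 also: 0% = cells with DMSO and 100% = wells without cells with DMSO; values of inactives mirror those of a sister screen read the other way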
# An asterisk follows results filed as active; ? = inconclusive; · = not tested or not shown.
SMILES	phage Ecoli inh	PKA-R1A activ	Tat export inh	MOR-DOR inv ag	AddAB inh	PfHsp90 set2	SUMO Mot1 rescue	HTR5A inv ctr	E coli growth	PKA-R2B activ	OPRM1-OPRD1 ag
O=C(c1c[nH]c2ccccc12)C(Cl)c1ccccc1 (stereo unspecified)	0.2	1	-6	0	0.5	-1	-16	-28	1.9	-3	0.0
COc1ccc(-c2nnc(SCc3ccc(C(=O)O)cc3)n2C)cc1OC	3.7	4	11	16	-0.7	9	0	5	-1.8	3	-3.4
Cn1c(=O)c2c(SCC(=O)N3CCCC3)nc(-c3ccccc3)nc2n(C)c1=O	·	-2	1	27	1.5	1	-5	9	0.5	3	-5.2
CC(C)C[C@@H](CNCC(=O)[C@H](C)NC(=O)c1[nH]cnc1C(=O)N[C@@H](C)CN)NC(=O)c1nc[nH]c1C(=O)N[C@@H](CO)C(=O)O	2.0	-1	-3	7	·	-9	·	-12	·	-20	-1.6
CCn1c(SCC(=O)NCc2ccco2)nnc1-c1cccs1	2.1	-1	-12	7	1.0	-21	-13	7	0.8	-6	-1.3
COc1ccc(O)c(-c2cc(-c3ccccc3[N+](=O)[O-])[nH]n2)c1	3.4	-4	9	6	1.4	-12	-12	-15	3.4	-8	-1.2
CC(C)c1nnc(NC(=O)c2nc(S(=O)(=O)Cc3ccc(F)cc3)ncc2Cl)s1	0.5	-16	-5	15	2.8	1	-10	11	0.1	3	-3.0
COc1ccc2[nH]c(=O)c(-c3noc(-c4ccc(F)cc4)n3)cc2c1	2.2	-1	10	18	2.6	·	11	1	-4.1	0	-3.5
Cc1ccc(NC(=O)[C@@H](NC(=O)c2cccc(S(=O)(=O)N3CCOCC3)c2)C(C)C)cc1C	4.6	0	-6	3	-0.3	38	-20	-11	1.8	-6	-0.5
CSc1c(SCc2ccccc2)cnn(-c2ccccc2)c1=O	4.3	-6	3	-5	1.6	-15	3	-6	-0.4	8	0.8
COC(CNC(=O)c1ccc(CS(=O)(=O)c2ccc(C)cc2)o1)OC	-1.0	-8	4	-7	-0.2	2	15	-7	4.3	1	1.2
COc1ccc(Nc2cc(=O)n(C3CCCCC3)c(=O)[nH]2)c(OC)c1	2.8	-3	-4	3	2.5	-10	169	5	-1.0	0	-0.5
Cc1ccc(S(=O)(=O)N2C(=O)CCC2C(=O)NCc2ccco2)cc1 (stereo unspecified)	1.3	-20	1	-4	2.5	·	7	-14	1.0	-4	0.8
O=C(CCCc1c[nH]c2ccccc12)N1CCOCC1	1.3	3	8	8	-1.8	-6	-4	-24	0.8	-5	-1.4
COC(=O)CC1=NN(c2nc3ccccc3s2)C(=O)/C1=C/N(C)C	1.8	-8	2	15	0.1	13	-6	-1	1.0	-7	-3.4
Cc1ccc(C2OCC3(CO)COC(c4ccc(C)cc4)N23)cc1 (stereo unspecified)	1.1	0	14	-7	2.0	6	2	6	3.9	3	1.2
O=C(C/C=N\O)Nc1ccc(Oc2ccccc2)cc1	4.8	-8	2	2	-0.3	-4	10	-14	1.2	5	-0.3
Cc1ccc(NC(=O)NC(=O)CSc2nnc(-c3ccc(OC(F)F)cc3)n2N)c(C)c1	2.5	-4	4	5	0.0	19	-2	12	-0.6	-3	-0.9
NC(=O)COc1ccc(-c2noc(COc3ccccc3[N+](=O)[O-])n2)cc1	3.0	-1	2	11	2.5	14	41	0	1.8	5	-2.1
COc1ccc(C(C)=O)cc1CN1C(=O)NC2(CCCCCCC2)C1=O	2.9	-3	-3	6	1.9	-8	-1	5	0.7	-9	-1.2
CCOP(=O)(OCC)c1nc(-c2ccccc2Cl)oc1N1CCOCC1	3.4	-2	-3	11	0.7	4	12	1	-0.7	-4	-1.7
CCN(C(=O)CN1CCOCC1)C1(C)C(=O)c2ccccc2C1=O	5.0	1	6	11	3.3	-3	1	-5	-1.3	-1	-1.7
CCc1nnc(NC(=O)CSc2ccc(-c3nc4ccc(C)cc4[nH]3)cn2)s1	0.6	-7	-6	-49	2.8	-2	-24	8	0.4	8	9.2
O=C(O)c1cccc(S(=O)(=O)NCCC(c2ccccc2)c2ccccc2)c1	0.9	-2	26	6	2.6	-3	-26	4	1.6	-16	-1.3
Cc1ccsc1C(=CCCN1CCC[C@@H](C(=O)O)C1)c1sccc1C	4.5	-5	-4	0	11	15	11	15	4.6	10	0.1
Cn1nc2c3ccccc3n(Cc3ccc(F)cc3)c2nc1=S	3.2	-5	-4	8	2.3	-13	2	4	0.7	-4	-1.5
O=C(c1cc(COc2ccc3ncccc3c2)on1)N1CCC(O)CC1	3.4	7	-4	2	-0.2	-5	2	-4	1.5	2	-0.4
N=C1C(c2nc(-c3ccc(Cl)cc3)cs2)=C(O)CN1CCCN1CCOCC1	1.1	-3	3	-1	-2.2	37	-9	13	-0.4	-6	0.2
CN(C)/C=C/C(=O)c1ccc(Oc2ncccn2)cc1	5.3	-3	-12	6	0.3	13	-11	19	0.2	-1	-1.2
Cc1nc(SC(C)C(=O)NCC2CCCO2)c2cc(-c3ccccc3)sc2n1 (stereo unspecified)	-2.1	0	7	-12	1.7	-2	212	-11	0.7	-4	1.9
CCN(CC)CCOC(=O)C12CC3CC(CC(C3)C1)C2	1.9	-19	-7	5	0.0	-16	4	-4	2.2	-13	-0.8
CCOc1c(Cl)cc(C2NC(=O)NC(C)=C2C(=O)NCc2ccccc2)cc1OC (stereo unspecified)	2.7	-2	8	6	-3.5	8	-18	5	-1.9	6	-1.2
O=C(COC(=O)C1CCN(S(=O)(=O)c2ccccc2)CC1)NC(=O)c1ccc(OC(F)F)cc1	2.9	-3	-4	-7	1.2	6	13	0	-2.3	-12	1.0
CCN(CC(=O)NC1CCS(=O)(=O)C1)C(C)C(=O)Nc1ccc(F)cc1 (stereo unspecified)	1.8	1	-5	-8	2.5	3	-8	-8	3.0	4	1.9
Clc1ccc(OCCSc2ncccn2)c2ccccc12	0.7	-17	7	10	1.4	-22	10	0	1.6	-8	-1.9
CC(NC(=O)CNC(=O)Cc1cccc2ccccc12)c1ccc(S(N)(=O)=O)cc1 (stereo unspecified)	-1.1	-10	-1	12	·	15	-9	2	·	-7	-3.7
CN(CC(=O)NCc1ccccc1Cl)CC(=O)Nc1cccc(F)c1	2.5	0	-6	-1	0.9	-4	-20	-8	-0.3	-3	0.2
Cc1[nH]c2ccccc2c1C(=O)NS(=O)(=O)Nc1ccccc1	3.0	2	-1	8	1.7	4	2	7	-2.4	-5	-1.4
CCN(c1ccccc1)S(=O)(=O)c1ccc(Oc2ccc(C(C)=O)cc2OC)nc1	2.3	-12	10	2	-0.9	7	-3	-4	1.6	-9	-0.6
COc1ccc(NC(=O)c2ccccc2SC)c(OC)c1	1.8	-16	0	14	1.2	-9	·	-8	1.9	-3	-2.6
CCOC(=O)C1C(=O)C=C(c2ccc(C)cc2)CC1c1ccco1 (stereo unspecified)	2.4	4	12	-11	1.6	·	-19	6	-0.2	0	1.8
COc1ccc(C(CNC(=O)c2ccc(OC)c(S(=O)(=O)N3CCCC3)c2)N2CCCC2)cc1 (stereo unspecified)	-0.9	-1	-1	-11	0.6	-9	3	8	-0.7	-9	2.8
C=CCn1c(CSCc2ccc(C)cc2)nnc1SCC(=O)NCc1ccccc1	-0.4	-11	-1	2	-0.3	-15	7	-25	-0.5	-1	-0.3
NC(=O)c1ccc(NC(=O)COC(=O)c2ccc(Br)c(S(=O)(=O)N3CCOCC3)c2)cc1	3.4	6	0	3	·	14	·	-4	·	-10	-0.9
Cc1ccc(C2CC(c3cccs3)=NN2C(=O)c2ccc(Br)o2)cc1 (stereo unspecified)	2.3	7	0	-5	2.2	·	34	16	1.0	6	1.0
CCOC(=O)c1sc(C)c2c1NC(C)(c1ccccc1)NC2=O (stereo unspecified)	3.4	-19	?	4	1.9	5	0	-16	0.2	-13	-0.9
CCc1noc(C)c1C(=O)NNC(=O)c1ccccc1F	2.1	-12	-2	16	1.5	-1	-26	-6	0.7	-12	-2.9
CC(=O)c1c(C)[nH]c(C(=O)OCC(=O)Nc2ccc([N+](=O)[O-])cc2Cl)c1C	3.2	0	-1	-18	2.4	22	-1	8	-0.3	6	3.4
S=c1c2[nH]cnc2ncn1CCSc1ncnc2nc[nH]c12	1.5	-1	4	36	·	-3	·	25	·	-15	-8.3
CC(O)(CS(=O)(=O)Cc1ccccc1Cl)C(=O)Nc1cccc(C(F)(F)F)c1 (stereo unspecified)	-0.1	-7	2	9	0.4	-17	1	-5	1.3	-7	-1.7
CCCCCCCCCOC(=O)C(CC(=O)O)N1CCOCC1 (stereo unspecified)	1.5	2	-11	-3	1.5	1	-16	-18	1.1	-4	0.5
COc1ccc(C2CC(c3ccc(Cl)cc3Cl)Nc3nc(N)nn32)cc1OC (stereo unspecified)	3.9	13	-2	7	1.9	-21	2	-10	1.9	4	-1.3
Cc1ccc(C(C(=O)NC2CCCC2)N(Cc2ccco2)C(=O)CCC(=O)Nc2cc(C)on2)cc1 (stereo unspecified)	0.8	2	-8	8	-0.5	-102	26	4	-2.2	-14	-1.5
CCOc1ccc(NC(=O)c2cc([N+](=O)[O-])ccc2N2CCOCC2)cc1	9.1	-6	4	9	2.6	-32	9	1	1.4	1	-1.6
O=c1cnc2ccccc2n1CC1CCCCC1	0.8	-1	-13	-11	1.1	·	0	3	0.9	-2	1.8
Cc1cc(C)n(CC(C)NCc2cn[nH]c2-c2cccc3ccccc23)n1 (stereo unspecified)	2.0	6	-1	8	4.2	6	81	4	0.2	4	-1.6

# Next section.
SMILES	phage Ecoli inh	PKA-R1A activ	Tat export inh	MOR-DOR inv ag	AddAB inh	PfHsp90 set2	SUMO Mot1 rescue	HTR5A inv ctr	E coli growth	PKA-R2B activ	OPRM1-OPRD1 ag
O=C(C1CCCN(S(=O)(=O)c2cccc3cccnc23)C1)N1CCc2ccccc21 (stereo unspecified)	-0.8	-2	7	16	2.5	-46	-21	-24	-1.2	2	-3.2
O=C(CN1C(=O)COc2ccccc21)N1CCOCC1	1.1	6	2	5	3.2	1	-19	-3	0.0	3	-1.1
Cc1ccc(C2CC2C(=O)NNC(=S)Nc2cccc(Cl)c2)cc1 (stereo unspecified)	0.8	5	-3	10	-3.8	5	29	-5	0.4	-4	-1.9
Cc1ccc(NC(=O)CSc2nnc(CN3CCOCC3)n2-c2ccccc2)cc1	4.0	9	12	6	2.4	13	0	8	-0.3	-7	-1.1
CCc1ccc(OCC(=O)NC(C)C)cc1	2.5	1	-5	5	-1.0	4	19	5	0.6	-6	-0.9
Cc1ccc2c(n1)sc1c(N)ncnc12	0.0	-5	-2	8	2.9	-5	-13	1	3.0	-12	-1.9
COc1ccccc1N1CCN(C(=O)c2ccccc2SCC(=O)NCc2ccco2)CC1	1.6	-5	1	7	·	-9	·	-11	·	-3	-1.1
